UTI89 phage lysis – protection from phage-mediated lysis, alamar blue read-out – E. coli UTI89, K1F phage, bacterial capsule biogenesis inhibitors (AID 488966); E. coli UTI89 K1F phage lysis, alamar blue, 2 h; higher % means a stronger effect; inhibition, % at 100 µM, or IC50 in µM where a hit was titrated; 0.02% of 340,000 active;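 active = phage lysis inhibition, versus mean bacterial control, above a set limit; inconclusive = no clear call, values can overlap the other calls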;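 note: capsule biogenesis inhibitors block K1F phage lysis so surviving cells raise fluorescence; higher fluorescence means more inhibition of phage lysis; actives were called in the ten point dose series up to 300 µM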
RSV CPE inhibition – RSV antiviral activity via CPE protection, HEp-2 cells, primary 10 µM value included (AID 2391). HEp-2 cells, RSV-induced CPE inhibition; higher % means a stronger effect. 0.13% of 310,000 active. one-dose CPE inhibition, % at 10 µM; IC50 in µM for titrated hits; in the data active = a potency from the dose series; inconclusive = CPE inhibition mostly from about 23% at the one dose, without a potency; inactive = the rest, 99 in 100 with CPE inhibition below about 21%; note: strong numbers were not always called active
TNAP activators – stimulation of alkaline phosphatase TNAP activity – biochemical, luminescent, no phosphate acceptor, uHTS, primary screen (AID 1001); activation fold at 20 µM, or EC50 in µM where a hit was titrated; purified TNAP, luminescent activation assay, no phosphate acceptor; higher activation fold means a stronger effect; 0.03% of 200,000 active; in the data active = activation fold from about 3, or a potency from the dose series; inactive = the rest, 99 in 100 with activation fold below about 1.6; note: many of its hits are not listed in these tables
MgcRacGAP inhibition – MgcRacGAP GTPase-activating activity inhibitors, confirmation, biochemical, ADP Hunter fluorescence; one-dose inhibition, % at 30 µM; IC50 in µM for titrated hits; MgcRacGAP-stimulated Rac1 GTP hydrolysis, ADP Hunter fluorescence; higher % means a stronger effect; GST-tagged Rac1 F28L mutant substrate; 0.6% of 340,000 active;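 active = first-screen hits whose inhibition reached a set limit at any dose in the follow-up dose series; inconclusive = inhibition above the set first-screen limit but never retested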;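 note: fluorescence reports GDP produced by GAP-driven GTP hydrolysis; strong numbers were not always called active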
T cell HTS – modulates CD8 T cell binding to vesicles. 2C CD8+ T cell-vesicle binding, flow cytometry; stronger effect = lower value. calls only at 7 µM. 0.068% of 330,000 active;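 active = response, share of CD8 T cells binding vesicles, and their 90th percentile fluorescence all below set limits, cut at about 80% in these data, passing the limit was not always enough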
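incubation = binding step 1.5 h, 37 °C, antibody labelling 20 min, ice | test system = 2C mouse CD8+ T cells | read-out basis = percent CD8+ FL2 mean versus row control | controls = Peptide-free naked vesicles (low) and QL9 vesicles with 0.7% DMSO vehicle (high) | detection = flow cytometry of vesicle-bound cells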
NTR1 ag – NTR1-driven beta-arrestin-GFP spot formation – imaging, U2OS cells, high content, primary screen (AID 493036). agonist mode. activation, % at 20 µM. 0.17% of 330,000 active;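 active = activation at or above 40% of the spot to cytoplasm intensity ratio, with at least 20 cells analyzed; inconclusive = wells under 20 cells, flagged as cytotoxic or low count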;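 note: 0% = DMSO without peptide and 100% = 100 nM NTR1 peptide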
Target sequence (P30989 whole entry, looked up): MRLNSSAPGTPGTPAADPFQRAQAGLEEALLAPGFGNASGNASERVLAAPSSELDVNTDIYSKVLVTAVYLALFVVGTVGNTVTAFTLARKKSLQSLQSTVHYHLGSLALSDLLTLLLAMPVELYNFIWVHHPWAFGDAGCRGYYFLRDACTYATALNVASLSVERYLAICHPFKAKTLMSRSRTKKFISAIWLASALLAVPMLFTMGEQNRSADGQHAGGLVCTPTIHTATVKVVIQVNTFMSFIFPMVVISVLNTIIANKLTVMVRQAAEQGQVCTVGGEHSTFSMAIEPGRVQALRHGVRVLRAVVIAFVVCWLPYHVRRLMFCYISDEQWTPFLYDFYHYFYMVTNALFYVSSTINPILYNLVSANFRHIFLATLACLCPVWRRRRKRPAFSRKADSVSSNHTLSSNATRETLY
PhoP inhibition – inhibitors of PhoP regulon expression, primary screen, Salmonella Typhimurium, GFP reporter (AID 1863); 0.16% of 300,000 active; inhibition, % at 50 µM; hits with a dose series show IC50 in µM; S. Typhimurium PhoP-regulated promoter GFP reporter, 4 h; higher % means a stronger effect;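 active = inhibition over 29.93%, a cutoff 3 SD above the screen mean, later confirmed by dose response; inconclusive = inhibition over 29.93% but no dose response follow-up; inactive = inhibition at most 29.93% or unconfirmed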;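 note: 0% = low Mg2+ inducing control and 100% = high Mg2+ repressing control; strong numbers were not always called active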
Large T inhibition – SV40 large T antigen inhibitors, biochemical (AID 1903); SV40 large T antigen ATPase/helicase inhibition assay; higher % means a stronger effect; 0.39% of 310,000 active; inhibition, % at 20 µM, or IC50 in µM where a hit was titrated; in the data active = a potency from the dose series; inconclusive = inhibition mostly from about 32% at the one dose, without a potency; inactive = the rest, 99 in 100 with inhibition below about 32%; note: strong numbers were not always called active
Myeloid diff MLP – promotes myeloid progenitor differentiation; ER-HoxA9 myeloid progenitors, lysozyme-GFP differentiation, flow cytometry; calls only at 10 µM; 1% of 360,000 active; AID 624256;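 active = normalized GFP-positive differentiation at or above the plate's own cutoff, the solvent-only control mean plus 3 SD; inconclusive = no clear call, values can overlap the other calls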;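 note: cells exposed to compound for four days before flow analysis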
T cell HTS vesicle-bound % – second read-out of T cell HTS, no call of its own (marks repeat the call); double positive events, %; measured here: CD8+ vesicle-bound cell fraction;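 binding gate set so that unloaded-vesicle control wells show 10% double positive cells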
NTR1 ag cell count 20 µM – second read-out of NTR1 ag, no call of its own (marks repeat the call); cell count; measured here: cell count, cytotoxicity flag
Myeloid diff MLP GFP+ MAC1+ % – further read-out of Myeloid diff MLP, marked with its call; GFP+ MAC1+ double positive, %; measured here: differentiation confirmed by MAC1 staining
* = called active by the depositor; i = inactive; ? = inconclusive; nt = no result given; [ ] = remark or other dose.

The first 3 compounds (preview)
Second line of a record – UTI89 phage lysis	RSV CPE inhibition	TNAP activators	MgcRacGAP inhibition	T cell HTS	T cell HTS vesicle-bound %	NTR1 ag	NTR1 ag cell count 20 µM	PhoP inhibition	Large T inhibition	Myeloid diff MLP	Myeloid diff MLP GFP+ MAC1+ %
CCc1nnc(NC(=O)CN2CCN(c3ccccc3F)CC2)s1
 : -0.6%	1.5%	1.1	3%	i	33	0.4	47	-6%	7%	i	0.3
Cc1c(NC(=O)COc2ccccc2Cl)c(=O)n(-c2ccccc2)n1C
 : 1.1%[50 µM]	1.3%	nt	5%	i	43	-1.6	56	nt	nt	i	0.3
CN(Cc1ccon1)C(=O)C1CCC(=O)N(Cc2ccc(Cl)cc2)C1 (stereo not given)
 : -0.1%	0.6%	nt	7%	i	67	-0.8	58	1%	5%	i	1.3

Main list, repeating the preview:
Second line of a record – UTI89 phage lysis	RSV CPE inhibition	TNAP activators	MgcRacGAP inhibition	T cell HTS	T cell HTS vesicle-bound %	NTR1 ag	NTR1 ag cell count 20 µM	PhoP inhibition	Large T inhibition	Myeloid diff MLP	Myeloid diff MLP GFP+ MAC1+ %
CCc1nnc(NC(=O)CN2CCN(c3ccccc3F)CC2)s1
 : -0.6%	1.5%	1.1	3%	i	33	0.4	47	-6%	7%	i	0.3
Cc1c(NC(=O)COc2ccccc2Cl)c(=O)n(-c2ccccc2)n1C
 : 1.1%[50 µM]	1.3%	nt	5%	i	43	-1.6	56	nt	nt	i	0.3
CN(Cc1ccon1)C(=O)C1CCC(=O)N(Cc2ccc(Cl)cc2)C1 (stereo not given)
 : -0.1%	0.6%	nt	7%	i	67	-0.8	58	1%	5%	i	1.3
CN(C)c1ccc(NC(=O)CSc2nnc(C3CCCCC3)n2N)cc1
 : 0.3%	0.7%	nt	?	i	7	-0.1	50	-6%	?	i	0.5
CCN(CC)CCN(C(=O)c1cccc([N+](=O)[O-])c1)c1nc2ccc(OC)cc2s1
 : -0.1%	-1.9%	1.1	-7%	i	33	-1.4	72	-1%	9%	i	1.8
COc1cccc(NC(=O)c2cc(Cl)nnc2Cl)c1
 : -0.3%	0.5%	1.1	4%	i	37	0.6	91	0%	7%	i	0.5
CCCCOc1ccc(S(=O)(=O)N2CCCCCC2)cc1
 : -1.0%	18%	1.1	5%	i	10	1.4	45	-2%	7%	i	0.8
O=C(Cc1ccccc1)NNC1=NS(=O)(=O)c2ccccc21
 : 0.6%	1.1%	1.1	4%	i	65	-1.2	82	nt	nt	i	0.1
COc1cccc2cc(C(=O)NCc3ccccc3)c(=N)oc12
 : 0.2%	0.4%	nt	7%	i	52	3.3	46	5%	3%	i	1.6
COc1cccc(C(=O)NC2CCN(CC(=O)Nc3cccc(C)c3C)CC2)c1
 : 3.0%	-0.9%	1.1	0%	i	16	0.2	48	5%	1%	i	0.2
CC(=O)c1cc(CC(=O)N2CCc3c([nH]c4ccccc34)C2c2ccccn2)cs1 (stereo not given)
 : -0.2%	2.7%	1	6%	i	27	0.9	33	-6%	21%	i	0.1
Cc1c(CC(=O)NC(C)C)c(=O)oc2cc3c(cc12)CCC(C)(C)O3
 : 0.0%	3.9%	nt	12%	i	54	0.2	120	0%	7%	i	0.3
O=C(NCC(=O)N1CCCC1)c1ccc(Br)cc1
 : 0.2%	-0.7%	nt	8%	i	35	-1.6	49	3%	3%	i	2.3
COc1cc(N(C)C)c([N+](=O)[O-])cc1C(=O)N1CCN(Cc2ccccc2)CC1
 : 1.2%	0.9%	0.8	-1%	i	22	0.9	92	1%	16%	i	0.3
COC(=O)[C@]1(Cc2ccccc2)N[C@H](c2ccc(-c3ccc(OC)cc3)cc2)[C@@H]2C(=O)N(C)C(=O)[C@@H]21
 : -0.1%	-0.3%	nt	6%	i	16	-0.5	94	13%	17%	i	1.0
CCOC(=O)c1sc(=S)n(-c2ccccc2OC)c1N
 : 0.1%	1.0%	1.1	2%	i	49	0.1	55	-4%	6%	i	1.4
O=C(NCc1ccccn1)C1CCN(S(=O)(=O)c2ccccc2C(F)(F)F)CC1
 : 0.4%[50 µM]	nt	nt	5%	nt	nt	1.3	69	nt	nt	i	0.6
O=C(c1cnc2sccn2c1=O)N1CCN(c2ccccc2Cl)CC1
 : 0.1%	1.6%	nt	-3%	i	29	0.3	50	nt	2%	i	1.6
CCOP(=O)(OCC)C(Nc1cccc(C(F)(F)F)c1)c1ccc(C)cc1 (stereo not given)
 : -0.1%	4.6%	1.1	5%	i	45	3.9	80	-12%	10%	i	0.2
COc1cc(C=O)c(Br)cc1OC1CCCC1
 : 0.1%	2.6%	1	6%	i	33	2.4	61	5%	0%	i	0.4
COc1ccccc1/C=C1\C(=O)Nc2ccccc21
 : 0.4%	9.0%	nt	9%	i	56	3.3	60	-1%	13%	i	0.3
O=C(CSc1nncc(=O)[nH]1)NC1CCCCC1
 : -0.4%	-0.1%	nt	3%	i	14	1.2	39	0%	9%	i	0.5
COc1ccccc1/C=C/C(=O)NCC(=O)N1CCC(N(C)C2CCCC2)CC1
 : 0.9%	0.8%	1	1%	i	54	2.6	89	-20%	7%	i	0.5
CN(C)C(=O)c1c(NC(=O)c2ccccc2)sc2c1CCC2
 : 0.1%	0.5%	nt	-2%	i	58	-0.5	66	-1%	3%	i	0.5
COC(=O)c1cc(NC(=O)c2cc(-c3ccc(OC)cc3)oc2C(F)(F)F)ccc1N1CCOCC1
 : 0.3%	38%	nt	11%	i	34	4.3	56	-6%	6%	i	0.1
Cc1c(NC(=O)C(C)OC(=O)c2cccnc2)c(=O)n(-c2ccccc2)n1C (stereo not given)
 : 0.1%	1.4%	1	-1%	i	18	-0.8	82	-10%	7%	i	0.9
COC(=O)c1ccccc1NC(=O)Nc1ncccc1C
 : 0.1%	2.4%	1	-1%	i	44	0.7	63	8%	7%	i	0.1
Cc1nnc(NC(=O)c2ccccc2Br)s1
 : 0.4%	1.7%	1.1	14%	i	40	1.0	45	2%	7%	i	0.9
CCCCc1cc(=O)oc2cc(OCC(=O)Nc3ccccn3)ccc12
 : 0.2%	3.6%	nt	11%	i	28	2.2	69	-5%	19%	i	0.4
O=C(NCCCN1CCOCC1)Nc1ccc(Cc2ccc(NC(=O)NCCCN3CCOCC3)cc2)cc1
 : -7.8%	-0.2%	1.2	-3%	i	44	-0.2	44	1%	8%	i	1.5
Cc1cccc(C)c1NC(=O)CN(C)CC(=O)N(C)CC(=O)Nc1ccccc1Br
 : 0.3%[50 µM]	2.7%	nt	6%	i	25	-0.1	50	nt	nt	i	1.1
Cn1c(N2CCC(C(N)=O)CC2)nc2c1c(=O)n(Cc1ccc(Cl)cc1)c(=O)n2C
 : 0.5%	1.9%	1.1	10%	i	48	0.3	79	3%	2%	i	0.8
Cn1c(CO)nc2c3ccccc3ccc21
 : 1.2%	3.3%	nt	11%	i	16	-0.3	62	nt	19%	i	1.3
COc1ccc(NC(=O)C(CC(C)C)NC(=O)c2ccccc2C)cn1 (stereo not given)
 : -1.6%	1.3%	1.2	-1%	i	25	4.1	48	-7%	19%	i	1.2
COc1ccc(NS(=O)(=O)c2cccc(C(=O)NNC(=O)c3ccc(O)c(Cl)c3)c2)cc1
 : 0.9%[50 µM]	1.7%	nt	4%	i	17	1.5	50	nt	nt	i	0.6
Cc1cccc(CC(=O)N2CCN=C2SCc2ccc([N+](=O)[O-])cc2)c1
 : -5.0%	1.2%	1.1	-2%	i	46	-0.6	65	-5%	15%	i	1.0
Cc1noc(C)c1NC(=O)N(C)C[C@H]1Oc2c(NC(=O)C3CCCCC3)cccc2C(=O)N([C@H](C)CO)C[C@@H]1C
 : 0.2%	nt	nt	4%	i	11	0.7	49	nt	nt	i	2.8
Cc1cc(C(=O)COC(=O)c2ccc(N)cc2)c(C)n1-c1c(C)n(C)n(-c2ccccc2)c1=O
 : 0.3%	0.9%	1.1	12%	i	62	-2.3	25	6%	0%	i	0.7
CC1(C)Cc2nc(-c3ccccc3)nc(SCC(=O)N3CCCC3)c2CO1
 : 0.5%	1.6%	nt	10%	i	43	1.4	51	-9%	8%	i	0.4
COc1ccc(N2C(=O)C(CC(=O)Nc3ccc(F)cc3)N(CCc3cccs3)C2=O)cc1 (stereo not given)
 : 2.1%[50 µM]	4.0%	1.2	4%	i	0	-0.5	61	3%	2%	i	0.7
COc1ccc(/C=C2/SC(=O)N(CC(=O)Nc3cc(C)on3)C2=O)cc1OC
 : 0.2%	1.3%	1	2%	i	50	-0.8	74	-2%	-10%	i	0.5
COc1ccc2c(c1)oc(=O)c1cc(OC)ccc12
 : -0.1%	nt	1.1	2%	i	32	-2.5	90	-11%	3%	i	5.0
O=C(Nc1ccc(F)cc1F)c1cc2n(n1)C(C(F)(F)F)C1CCCCC1N2 (stereo not given)
 : 0.6%	-0.2%	1.2	6%	i	55	0.7	69	0%	5%	i	1.2
COc1ccccc1CNS(=O)(=O)c1ccc(Br)s1
 : -0.2%	-0.6%	nt	6%	i	53	2.4	82	2%	0%	i	0.5
C=CCOc1ccc(CN(C)c2ccc(S(=O)(=O)N3CCN(C)CC3)cc2[N+](=O)[O-])cc1
 : 0.7%[50 µM]	0.7%	nt	3%	i	24	-0.7	43	nt	nt	i	0.6
Cc1ccc(N2C(=S)NC3c4ccccc4OC2(C)C3C(=O)N(C)C)cc1 (stereo not given)
 : 0.3%	0.8%	1	2%	i	42	-0.7	48	-4%	8%	i	0.9
CC(=O)COC(=O)CCc1nc2ccccc2[nH]c1=O
 : 4.3%	0.3%	1	4%	i	3	-0.9	49	-11%	6%	i	6.7
COc1ccc(-c2c(C#N)c(N)nc3c2c(=O)n(C)c(=O)n3C)cc1
 : 0.6%	0.7%	1	14%	i	17	1.5	37	-9%	11%	i	0.4
O=c1ccc(-c2nc3ccccc3n2Cc2ccccc2Cl)c[nH]1
 : -0.1%	-0.9%	1.1	10%	i	45	-0.4	87	7%	22%	i	0.2
COC(=O)CCCCCc1ccc(C(C)=O)s1
 : 0.3%	0.3%	1.1	6%	i	49	-0.4	65	-3%	4%	i	0.4

Source: PubChem (several laboratories)
